Menin MLL FP TR – displaces Texas Red mutant MLL peptide from human menin; AID 1768; Potency, µM (top dose mostly 61.6 µM), without a hit: top-dose FP activity change, negative = inhibition, usual class: inhibitors; Menin + Texas Red MLL mutant peptide, fluorescence polarization; O00255; 270,000 compounds, 0.23% hits; active = well fitted inhibition curve with a large enough effect in the polarisation, with a control signal flat, not every such curve was filed as active; inconclusive = small, poorly fitted or top-dose-only effect, or effect the other way, or a change in a side signal; inactive = no such curve, though single readings can be large or run the other way; the % refers to the polarisation; note: potency is the fitted concentration of half-maximal effect; % of control where 0% means no effect; many of its hits are not listed in these tables
Target sequence (O00255 whole entry, looked up): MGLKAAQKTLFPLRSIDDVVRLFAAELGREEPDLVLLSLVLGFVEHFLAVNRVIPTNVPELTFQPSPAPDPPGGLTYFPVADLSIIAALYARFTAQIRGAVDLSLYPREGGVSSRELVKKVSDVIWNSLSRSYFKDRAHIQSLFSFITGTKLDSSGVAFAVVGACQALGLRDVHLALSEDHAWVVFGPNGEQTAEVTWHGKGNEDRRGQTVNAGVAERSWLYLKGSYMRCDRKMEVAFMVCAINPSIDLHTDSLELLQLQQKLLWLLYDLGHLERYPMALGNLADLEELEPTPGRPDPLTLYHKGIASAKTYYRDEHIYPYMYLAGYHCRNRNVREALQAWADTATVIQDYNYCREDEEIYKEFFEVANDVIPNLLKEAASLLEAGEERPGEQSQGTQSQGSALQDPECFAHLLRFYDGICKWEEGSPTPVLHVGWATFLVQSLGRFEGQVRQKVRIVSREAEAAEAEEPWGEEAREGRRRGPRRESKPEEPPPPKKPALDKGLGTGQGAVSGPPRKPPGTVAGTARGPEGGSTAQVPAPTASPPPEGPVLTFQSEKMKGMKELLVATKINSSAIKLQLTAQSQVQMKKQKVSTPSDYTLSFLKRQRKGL
TCR activator – activators of T cell receptors | primary human leukocytes, anti-CD3, IL-2 HTRF, 48 h | Potency, µM (top dose mostly 9.22 µM), inactives show top-dose activation of IL-2 secretion, hits mostly activators | 330,000 tested, under 10 active | AID 504894; note: % of control where 0% means no effect
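Primary human leukocytes incubated 48 hr with anti-CD3 beads plus compound, without co-stimulation. Secreted IL-2 measured by HTRF (europium cryptate/d2 anti-IL-2 pair, 320 nm excitation, 665 nm emission).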
AT treatment – potential ataxia-telangiectasia treatments restoring KAP-1 phosphorylation; Potency, µM (series often up to 57.5 µM), without a hit: at the highest dose activation, hits mostly activators; […] A-T fibroblasts, KAP-1 phosphorylation AlphaLISA; neocarzinostatin DNA damage 30 min before lysis; 320,000 compounds, 0.19% hits; AID 485349; note: potency is the fitted concentration of half-maximal effect; % of control where 0% means no effect; nearly all actives have a fitted effect of over 45% in size
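ATM-like activity read as KAP-1 phosphorylation via AlphaLISA donor/acceptor antibody pairs after lysis and 6 hr at 25C. Cells were ATM-null patient fibroblasts ([…], hTERT), dosed 60 min, then exposed to the DSB inducer NCS for 30 min.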
ASM inhibitor – human S-ASM enzyme inhibition; P17405; placental ASM, HMU-PC fluorogenic substrate, 60 min; Potency, µM (doses to about 57.5 µM), for the others: at the highest dose activity change, negative = inhibition, actives largely listed as inhibitors; 340,000 compounds, 0.006% hits; AID 504937; note: potency is the fitted concentration of half-maximal effect
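Steps: dispense placental human ASM, pin compound, wait 10 min at room temperature, add HMU-PC0 substrate at 9 uM final, incubate 60 min at 37 °C, add stop solution raising pH to 10, read fluorescence.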
PTAP TSG101 blk – blocks PTAP/TSG101 interaction to inhibit HIV-1 budding; Q99816; Fluorescence polarization, FITC-PTAP peptide / Tsg101 binding; Potency, µM (series often up to 115 µM), inactives show at the highest dose activity change, negative = inhibition, hits mostly inhibitors; 340,000 tested, under 10 active; active = well fitted inhibition curve with a large enough effect in the main read-out, with a control signal flat, not every such curve was filed as active; inconclusive = small, poorly fitted or top-dose-only effect, or effect the other way, or a change in a side signal; inactive = no such curve, though single readings can be large or run the other way; note: potency is the fitted concentration of half-maximal effect; % of control where 0% means no effect
Target sequence (Q99816 whole entry, looked up): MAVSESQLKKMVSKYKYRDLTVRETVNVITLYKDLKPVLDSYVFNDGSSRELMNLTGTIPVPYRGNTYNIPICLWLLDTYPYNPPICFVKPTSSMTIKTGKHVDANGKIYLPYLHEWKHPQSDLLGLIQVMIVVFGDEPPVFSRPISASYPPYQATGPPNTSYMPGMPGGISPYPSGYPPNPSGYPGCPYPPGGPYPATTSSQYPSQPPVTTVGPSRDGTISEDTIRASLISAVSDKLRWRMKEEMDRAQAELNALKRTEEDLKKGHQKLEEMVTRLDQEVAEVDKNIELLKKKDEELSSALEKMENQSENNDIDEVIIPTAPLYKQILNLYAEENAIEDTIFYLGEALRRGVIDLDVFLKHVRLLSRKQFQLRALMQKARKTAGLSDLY
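Fluorescence polarization binding of Tsg101 binding domain (10 uM final) to FITC-labeled PTAP peptide (50 nM final) in HEPES pH 7.5 buffer with NaCl, Tween 20, EDTA, TCEP. Compounds added before peptide; binding 20 min at RT.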
Mito fusion act – mitochondrial division inhibition or fusion activation; Potency, µM (highest dose often 46.1 µM), inactives show at the top dose growth rescue (activation), usual class: activators; S. cerevisiae fusion-defective mutant growth rescue, CellTiterGlo 48 h; 320,000 compounds, 0.23% hits;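 note: potency is the fitted concentration of half-maximal effect; % of control where 0% means no effect; nearly all actives have a fitted effect of over 45% in size; temperature-sensitive fusion mutants such as fzo1-1 at 37 °C on non-fermentable ethanol glycerol medium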
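Temperature-sensitive fusion-defective S. cerevisiae (e.g. fzo1-1, mgm1-5) were grown with compound in YPEG medium (3% ethanol, 3% glycerol) for 48 hours at 37C. Growth rescue was measured as viability by CellTiterGlo luminescence after 10 minutes at ambient.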
TSHR antagonist – antagonists of human thyroid stimulating hormone receptor | TSHR-expressing cells, TSH-stimulated cAMP HTRF, 2 h; stronger effect = lower value | activity change, negative = inhibition, % at 11.5 µM | 330,000 compounds, 0.2% hits;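 active = activity change below a set negative limit, meaning inhibition stronger than a set level, cut at about -70% in these data; inconclusive = activity change between two set negative limits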; note: % is set by controls: 0 for no effect and ±100 for the full control effect
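Read-out is FRET at 665 nm (cryptate excitation 337 nm) from a cryptate-tagged anti-cAMP antibody, competed by cell cAMP against cAMP-d2. Compounds are tested on freshly harvested TSHR cells challenged with 4nM TSH (EC80) for 2 hours at 37 deg C.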
MBNL1-CUG inh – blocks human MBNL1 binding to CUG repeat RNA; 280,000 compounds, 0.036% hits; TR-FRET MBNL1-His/biotin-(CUG)12 binding, 665/545 ratio; Q9NR56; Potency, µM (doses to about 57.5 µM), for inactives: at the highest dose activity change, negative = inhibition, actives largely listed as inhibitors; active = well fitted inhibition curve with a large enough effect in the signal ratio, with a control signal flat, not every such curve was filed as active; inconclusive = small, poorly fitted or top-dose-only effect, or effect the other way, or a change in a side signal; inactive = no such curve, though single readings can be large or run the other way; the % refers to the signal ratio; note: potency is the fitted concentration of half-maximal effect; % is set by controls: 0 for no effect and ±100 for the full control effect
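His-tagged MBNL1 binding to biotinylated (CUG)12 RNA was measured by TR-FRET using terbium anti-His antibody (0.055 ng/ul final) and streptavidin-XL665 (5 nM final). Compounds were titrated 92 nM to 58 uM; 60 min at room temperature.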
a7 integrin act – activates integrin-mediated alleviation for muscular dystrophy; alpha7betagal myoblasts, beta-gal FDG fluorescence, 48 h; Potency, µM (doses to about 38.3 µM), for inactives: at the highest dose activation, most hits filed as activators; 350,000 compounds, 0.064% hits; AID 624291;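 note: potency is the fitted concentration of half-maximal effect; 100% = response of the positive control SU9516; nearly all actives have a fitted effect of over 60% in size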
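alpha7betagal+/- myoblasts (passage 13, 250/well) treated 48 h at 37C with compounds at 1:260 dilution of DMSO stock. Lysed, then beta-galactosidase activity read as FDG fluorescence (ex 480/em 540) after 30 min, with pre-read for autofluorescence.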
MLL CXXC-DNA inh – MLL CXXC-DNA interaction inhibition | Q03164 | MLL-CXXC / FITC-HOXA9 DNA fluorescence polarization | Potency, µM (series often up to 115 µM), for the others: at the highest dose activity change, negative = inhibition, hits mostly inhibitors | 290,000 compounds, 0.037% hits | AID 2662; active = well fitted inhibition curve with a large enough effect in the polarisation, with a control signal flat, not every such curve was filed as active; inconclusive = small, poorly fitted or top-dose-only effect, or effect the other way, or a change in a side signal; inactive = no such curve, though single readings can be large or run the other way; the % refers to the polarisation; note: potency is the fitted concentration of half-maximal effect
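Fluorescence polarization: 7 uM MLL-CXXC (stock) preincubated 5 min with compounds, then 50 nM fluorescein-HOX-A9 DNA (stock) added; 30 min ambient. Buffer 50 mM Tris-HCl pH 7.5, 50 mM NaCl, 1 mM DTT, 0.05% BSA.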
Active calls of the source: *; ? = inconclusive; / = not tested or not shown; [ ] = another dose, or the depositor's remark. Unless noted, calls come from the whole dose curve; as a rule, active = well fitted curve in the direction sought with a large enough effect; inconclusive = small, poorly fitted or top-dose-only effect, or another doubt; inactive = no such curve, though single readings can be large; an effect the other way counts as inactive or inconclusive.

SMILES	Menin MLL FP TR	TCR activator	AT treatment	ASM inhibitor	PTAP TSG101 blk	Mito fusion act	TSHR antagonist	MBNL1-CUG inh	a7 integrin act	MLL CXXC-DNA inh
O=C(O)c1ccccc1N1C(=O)c2cccc3cccc(c23)C1=O	8%	5%	2%	2%	-3%	1%	3	?	?	6%
Cc1ccc(NC(=O)CN2C(=O)NC3(CCCCCCC3)C2=O)cc1C	/	-3%	-4%	-3%	-3%	-1%	-14	/	-20%	/
O=C(CNC(=O)c1cccs1)NCC(=O)OCc1ccccc1Br	6%	-1%	-1%	7%	-10%	-8%	9	-5%	-9%	-6%
Cc1ccc(NC(=O)CCl)c(C)c1	-8%	-5%	1%	6%	1%	8%	26	-7%	?	2%
O=C(Cc1ccccc1)NCC(=O)Nc1cccc(Cl)c1	0%	7%	-1%	-1%	0%	3%	6	-9%	4%	1%
Cc1ccc(S(=O)(=O)N2CCN(C(=O)COC(=O)Cc3ccc(Cl)cc3)CC2)c(C)c1	/	/	0%	-2%	-6%	18%	3	/	11%	/
CCN(CC)CCCN(C(=O)c1ccco1)c1nc(-c2ccc(Cl)cc2)cs1	-17%	3%	-5%	-8%	-3%	-3%	8	-11%	-51%[inhibitor]	?
CCCc1cc(=O)[nH]c(SCC(=O)Nc2cccc(S(=O)(=O)N3CCCCC3)c2)n1	/	-1%	8%	8%	-2%	-7%	-21	/	26%	/
CN1C(=O)/C(=C/c2cn(CC(=O)N3CCCCC3)c3ccccc23)c2ccccc21	-2%	/	1%	/	/	22%	-2	?	/	3%
O=C(CCc1ccccc1)N1CCN(c2ccc(F)cc2)CC1	0%	-5%	-3%	-3%	-1%	6%	-5	-8%	-21%	-4%
COc1cc(OC)cc(C(=O)NCCSc2c[nH]c3ccccc23)c1	/	-9%	7%	-1%	-2%	-3%	-11	1%	5%	13%
COc1ccc(NC(=O)c2ccc3c(c2)CCN3S(=O)(=O)c2ccccc2)c(OC)c1	35%[activator]	2%	-4%	0%	-14%	-2%	3	-3%	?	6%
CCOC(=O)C1(Cc2ccc(Cl)cc2)CCN(C(=O)c2cc(C)nc(C)n2)CC1	-22%	-7%	3%	1%	-3%	1%	2	7%	3%	2%
Cc1ccc2nc(NC(=O)CN(C)S(=O)(=O)c3ccc(Br)s3)sc2c1	?	-21%	-1%	-22%	-5%	7%	-9	-2%	0%	-2%
CCOC(=O)c1ccc(NC(=O)CCOc2ccc(C)cc2)cc1	-17%	-5%	/	-2%	-5%	6%	11	-6%	6%	2%
CSc1sc(-c2nnc(SCC(=O)Nc3ccc(Cl)cc3)n2C)c2c1C=CCC2	/	1%	-2%	3%	-1%	1%	-4	?	39%	4%
Nn1cc(-c2ccccc2)nc1SCC(=O)NCCN1C(=O)CSC1=O	0%	/	9%	4%	-2%	6%	2	2%	-3%	-1%
Cc1ccc(-c2csc(NC(=O)CSc3nc4ccccc4c(=O)n3CCCN(C)C)n2)cc1	-5%	3%	-6%	?	1%	-5%	-6	-3%	-70%[inhibitor]	?
O=C1C(SC(F)(F)C(F)F)=C(C(F)(F)F)OC2C3C=CC(C3)C12 (stereo not drawn)	/	-1%	-3%	3%	-2%	3%	-6	-10%	-10%	0%
CCOC(=O)CSC(=S)NC(=O)c1ccc(OC)cc1	-7%	-1%[46.1 µM]	13%	2%	-1%	-3%	-3	/	-9%	172%[activator]
Nc1cccc2[nH]c(C(F)(F)F)nc12	?	-6%	2%	-3%	-5%	0%	-2	-2%	21%	-3%
CC1CN(S(=O)(=O)c2ccc(C(=O)Nc3ccc(S(=O)(=O)Nc4nccs4)cc3)cc2)CC(C)O1 (stereo not drawn)	?	0%	5%	-1%	-3%	0%	1	/	-5%	?
CCOc1cc(C(=O)Nc2cc(OC)cc(OC)c2)ccc1OCC(=O)N1CCOCC1	/	/	-7%	0%	-6%	-1%	17	/	-32%	/
COc1ccc([C@]23Cc4cc(OC)c(OC)cc4C(O2)c2c(cc(C)n(Cc4ccccc4)c2=O)O3)cc1	?	/	5%[11.5 µM]	/	/	1%[9.22 µM]	/	14%[11.5 µM]	/	10%[23 µM]
Cn1c(SCc2ccccc2C#N)nc2ccccc2c1=O	7%	-1%	4%	-4%	-3%	-4%	-5	?	-18%	8%
COc1ccc(C(NCC(=O)NC(C)c2ccc(Cl)cc2)c2ccccc2)cc1 (stereo not drawn)	?	-1%	-20%	-10%	-2%	2%	3	12%	14%	-2%
CSc1ccc(CNc2nnnn2C)cc1	24%	2%	1%	3%	-1%	0%	2	-8%	0%	-8%
O=C(O)C1Nc2c(cccc2C(F)(F)F)C2C=CCC12 (stereo not drawn)	67%[activator]	/	7%	/	/	-7%	-4	18%	/	13%
COC(=O)c1cccc(C(=O)N2CCCC(CCC(=O)N(C)CCc3ccccn3)C2)c1 (stereo not drawn)	/	-6%	7%	1%	-8%	7%	45	-16%	-26%	8%
CSc1ccccc1N=Cc1nc(-c2ccccc2)oc1O	?	3%	6%	30%[activator]	-4%	-15%	-6	-5%	-15%	-7%
Cc1ccccc1-c1nc2c3ccccc3nc(=S)n2[nH]1	?	1%	-7%	1%	1%	-26%	-13	0%	6%	-9%
CSCCC1NC(=O)N(CC(=O)Nc2ccc(Cl)c(S(=O)(=O)N3CCOCC3)c2)C1=O (stereo not drawn)	/	-9%[46.1 µM]	-5%	0%	-4%	/	-1	/	32%	/
CC12CCC(=O)C=C1CCC1C2C(O)CC2(C)C1CCC2(O)C(=O)CO (stereo not drawn)	13%	10%	-2%	4%	0%	1%	-7	2%	/	2%
Cc1c(C(=O)O)nnn1-c1ccccc1	5%	5%	4%	0%	-3%	3%	-9	3%	27%	0%
COC(=O)C(NS(=O)(=O)c1ccccc1Cl)c1ccccc1 (stereo not drawn)	-10%	-1%	3%	4%	4%	-1%	-23	-5%	15%	-11%
CCOc1cc(/C=C/C(=O)N(CC)CC(=O)NCc2cccs2)cc(Cl)c1OC	/	2%	7%	1%	-11%	0%	-8	/	6%	/
Cc1ccc(NC(=S)NC(=O)C2CCCCC2)c(Br)c1	/	-7%[46.1 µM]	-3%	-4%	0%	/	-15	/	-22%	/
COc1cc(/C=C2/CC/C(=C/c3ccc(O)c(OC)c3)C2=O)ccc1O	/	-1%	?	-12%	17%	-4%	10	?	10%	76%[activator]
COc1ccc(/C=C/C(=O)OCC(=O)Nc2ccc3c(c2)OCO3)cc1	/	-7%	12%	5%	-3%	0%	0	/	-16%	/
CCCCN1C(=S)NC[C@@H]1Cc1ccccc1	-6%	-1%	-8%	13%	-2%	-10%	-8	4%	11%	-24%
CCN(CC)C(=O)Cn1c(=O)n(C)c2ccccc21	-4%	15%	3%	0%	0%	1%	1	-1%	11%	-6%
CCN(CC)C(=O)C1c2ccccc2Oc2ccccc21	?	-1%	-3%	2%	0%	4%	13	6%	17%	?
Cc1ccc(NC(=O)c2ccc(-n3cccn3)c([N+](=O)[O-])c2)cc1	?	-1%	7%	-4%	-10%	-2%	-4	?	8%	-1%
Nc1nc(COc2ccc(F)cc2Cl)nc(N2CCCCC2)n1	-5%	-1%	1%	-2%	0%	5%[9.22 µM]	-10	-11%	0%	-3%
CC(=O)N(Nc1ccccc1)c1ccccc1	19%	-1%	13%	5%	-5%	3%	-2	-2%	10%	-12%
Cc1cccc(NC(=O)CN2CCOCC2)c1C	7%	-1%	8%	2%	-1%	0%	25	0%	?	25%
CC(O)CSc1nc2c(c(=O)[nH]c(=O)n2C)n1CC(O)COc1ccccc1 (stereo not drawn)	3%	2%	-2%	1%	-3%	5%	-1	-4%	-17%	0%
O=C(Nc1nnc(-c2ccccc2)o1)C1CCCCC1	1%	-2%	-4%	1%	-1%	-7%	-3	-1%	6%	9%
COc1ccc(NC(=O)CSc2nccn2-c2cccc(OC)c2)cc1	18%	13%	3%	3%	0%	5%	-4	4%	-18%	-5%
Cc1cc(N/N=C/c2ccccc2Cl)nc(NCc2ccccc2)n1	0%	-4%[46.1 µM]	-5%	?	1%	-7%	-12	-5%	-55%[inhibitor]	?

Assay outcomes from PubChem.

A portion of the library (hit frequency here may not be typical).
